Bioassay records as filed in PubChem.
mIDH1 inhibitor = qHTS for Inhibitors of mutant isocitrate dehydrogenase 1 (IDH1): qHTS; Potency, µM (doses to about 76.6 µM), inactives show at the top dose activity change, negative = inhibition, actives largely listed as inhibitors; AID 602179, 2012; 390,000 compounds, 0.093% hits; Isocitrate dehydrogenase [NADP] cytoplasmic (Homo sapiens), O75874; IDH1-R132H enzyme, NADPH consumption, diaphorase/resazurin fluorescence; note: potency is the fitted concentration of half-maximal effect; % is set by controls: 0 for no effect and ±100 for the full control effect; nearly all actives have a fitted effect of over 65% in size
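IDH1-R132H (0.5 ug/mL) preincubated 30 min with compound, then NADPH (0.016 mM) and alpha-KG (2 mM) added; 80 min at RT, pH 7.5. Remaining NADPH coupled via diaphorase/resazurin to fluorescence (540/590 nm); concentration-response curves normalized to no-enzyme control.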
TRHR enhancer = qHTS for Small Molecule Agonists and Allosteric Enhancers of Human TRH Receptor: Primary Screen for Enhancers | Thyrotropin-releasing hormone receptor (Homo sapiens), P34981 | TRHR cells, fluo-8 calcium fluorescence, EC20 TRH enhancement | enhancement, % at 2 µM | 360,000 compounds, 0.66% hits | AID 493056, 2011; in the data active = enhancement above about 30%; note: 0% is about no effect
Target sequence (P34981 whole entry, looked up): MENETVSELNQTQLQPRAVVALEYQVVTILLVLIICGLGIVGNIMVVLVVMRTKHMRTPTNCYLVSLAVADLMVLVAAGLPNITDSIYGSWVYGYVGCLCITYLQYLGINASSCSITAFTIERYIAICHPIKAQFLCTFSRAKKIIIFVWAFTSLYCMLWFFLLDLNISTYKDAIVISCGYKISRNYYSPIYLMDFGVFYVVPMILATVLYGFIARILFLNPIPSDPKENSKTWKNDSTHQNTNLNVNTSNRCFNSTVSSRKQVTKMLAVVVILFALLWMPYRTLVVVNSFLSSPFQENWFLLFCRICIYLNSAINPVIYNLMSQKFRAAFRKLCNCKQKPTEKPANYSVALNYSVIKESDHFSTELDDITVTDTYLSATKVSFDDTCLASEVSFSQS
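TRHR-expressing cells loaded with fluo-8 calcium dye were read kinetically (ex 480/em 530) during compound addition, then stimulated with an EC20 of TRH (10 nM final). Enhancement of the Gq-mediated intracellular calcium response was scored.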
D2 antagonist = HTS Assay for Allosteric Antagonists of the Human D2 Dopamine Receptor: Primary Screen for Antagonists | D(2) dopamine receptor (Homo sapiens), P14416 | 340,000 compounds, 2% hits | HEK293 TREx D2 cells, calcium flux, dopamine EC80 | inhibition, % at 10 µM; in the data active = inhibition above about 30%; note: 0% is about no effect
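Antagonism is scored as inhibition of an EC80 dopamine-evoked calcium signal in a force-coupled, tetracycline-inducible HEK293 T-REx D2 line, with compound present 180 s before agonist.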
PI4K2A block = qHTS for small molecular inhibitors of PI4K2A; purified PI4K2A, ADP-Glo luminescence, 1 h; active compounds read low; activity change, negative = inhibition, % at 76.9 µM; 420,000 compounds, 0.13% hits; AID 1346378, 2018; in the data active = activity change below about -50%; inconclusive = mostly about -30% to -49%;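 note: -100% = wells without enzyme as full effect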
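PI4K2A activity was measured by ADP-Glo luminescence: enzyme (4 ug/mL stock) and phosphatidylinositol (1.2 mM stock) in Tris pH 7.5/MgCl2/EGTA/Triton X-100 buffer were reacted with ATP (300 microM stock) for one hour at ambient temperature.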
TRHR ag = qHTS for Small Molecule Agonists and Allosteric Enhancers of Human TRH Receptor: Primary Screen for Agonists; Thyrotropin-releasing hormone receptor (Homo sapiens), P34981; 360,000 compounds, 0.18% hits; TRHR cells, calcium flux fluo-8, FDSS agonist mode; AID 493084, 2011; activation, % at 2 µM; in the data active = activation above about 30%; note: 0% is about no effect
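In this calcium-flux screen, cells bearing human TRHR are dye-loaded with fluo-8, baselined for 10 cycles, then exposed to library compounds; positive kinetic calcium responses during the agonist phase mark hits, with TRH as control.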
D2 ag = HTS Assay for Allosteric Agonists of the Human D2 Dopamine Receptor: Primary Screen for Agonists; activation, % at 2 µM; 340,000 compounds, 0.53% hits; HEK293 T-REx D2 cells, calcium flux agonist mode; AID 485358, 2010;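 active = activation over 3 SD above normal in the single-dose calcium agonist read, cut at about 30% in these data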; note: 0% is about no effect
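HEK293 Trex D2 cells, tetracycline-induced, o/n 30 C 5% CO2; no-wash Ca dye, RT 30–90 min; 10-cycle baseline, 23 nl cpd added, kinetic Ca read 180 s; agonist hits = positive Ca response.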
TrxR1 inh = qHTS Assay for Inhibitors of Mammalian Selenoprotein Thioredoxin Reductase 1 (TrxR1): qHTS | 390,000 compounds, 1% hits | Potency, µM (highest dose often 114 µM), for the others: at the top dose activity change, negative = inhibition, actives largely listed as inhibitors | AID 588453, 2011 | recombinant rTrxR1, NADPH fluorescence consumption, selenite substrate; note: potency is the fitted concentration of half-maximal effect; % is set by controls: 0 for no effect and ±100 for the full control effect; nearly all actives have a fitted effect of over 65% in size
Target sequence (O89049 whole entry, looked up): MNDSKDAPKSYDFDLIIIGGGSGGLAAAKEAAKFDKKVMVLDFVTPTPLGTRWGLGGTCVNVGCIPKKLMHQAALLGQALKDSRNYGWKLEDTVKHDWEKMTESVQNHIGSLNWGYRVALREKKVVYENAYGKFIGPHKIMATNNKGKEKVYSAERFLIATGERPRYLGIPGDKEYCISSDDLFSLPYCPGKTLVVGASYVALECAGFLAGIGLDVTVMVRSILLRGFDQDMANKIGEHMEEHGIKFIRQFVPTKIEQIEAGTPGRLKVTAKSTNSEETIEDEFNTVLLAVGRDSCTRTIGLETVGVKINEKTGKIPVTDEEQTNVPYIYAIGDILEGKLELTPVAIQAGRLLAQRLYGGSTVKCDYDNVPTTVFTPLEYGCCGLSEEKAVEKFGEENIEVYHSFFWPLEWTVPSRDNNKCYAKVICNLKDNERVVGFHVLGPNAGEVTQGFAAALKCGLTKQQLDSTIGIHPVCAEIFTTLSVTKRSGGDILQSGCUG
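Rat TrxR1 (90 nM in the dispensed reagent) was pre-reduced with 400 uM NADPH for 5 min at room temperature, then incubated with compound for 15 min. After 400 uM selenite was added, NADPH fluorescence (Ex 340/Em 450 nm) was followed for 8 min.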
TrxR1 substrate = qHTS Assay for Substrates of Mammalian Selenoprotein Thioredoxin Reductase 1 (TrxR1): qHTS. purified TrxR1 substrate turnover, NADPH consumption readout. Potency, µM (top dose mostly 114 µM), for the others: at the top dose activity change, negative = substrate turnover. Thioredoxin reductase 1, cytoplasmic (Rattus norvegicus), O89049. 390,000 compounds, 0.01% hits; note: potency is the fitted concentration of half-maximal effect; % is set by controls: 0 for no effect and ±100 for the full control effect; nearly all actives have a fitted effect of over 50% in size
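Rat TrxR1, dispensed at 90 nM, was prereduced with 400 uM NADPH (final) for 5 min at ~22 deg C, then incubated with compound 15 min before 400 uM selenite. A first-read NADPH fluorescence drop versus no-compound background flagged substrates.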
USP1 inh = Inhibitors of USP1/UAF1: Primary Screen; AID 743255, 2014; recombinant USP1/UAF1, Ub-Rhodamine cleavage fluorescence; 390,000 compounds, 0.23% hits; Ubiquitin carboxyl-terminal hydrolase 1 (Homo sapiens), O94782; Potency, µM (top dose mostly 57.1 µM), for inactives: top-dose activity change, negative = inhibition, actives largely listed as inhibitors; note: potency is the fitted concentration of half-maximal effect; % is set by controls: 0 for no effect and ±100 for the full control effect; nearly all actives have a fitted effect of over 60% in size; inactives centre near -12
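USP1/UAF1 complex (1 nM) preincubated 15 min at room temperature with compound, then Ub-Rho substrate (150 nM final) added. Kinetic fluorescence at 480/540 nm over 6 reads at 60 s intervals; 50 mM HEPES pH 7.8, 0.5 mM EDTA, 0.1 mg/ml BSA, 1 mM TCEP, 0.01% Tween-20.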
Numbers without * were called inactive; ? = inconclusive; / = not tested or not shown; & = joins results of further samples; [ ] = dose if it differs, or a comment. Unless noted, calls come from the whole dose curve; as a rule, active = well fitted inhibition curve with a large enough effect; inconclusive = small, poorly fitted or top-dose-only effect; inactive = no such curve, though single readings can be large or run the other way.

SMILES	mIDH1 inhibitor	TRHR enhancer	D2 antagonist	PI4K2A block	TRHR ag	D2 ag	TrxR1 inh	TrxR1 substrate	USP1 inh
COc1ccc(CCNC(=O)CCCOc2cccc(C)c2C)cc1OC	5%	-4	-3	-4	-1.0	0.3	11%	5%	-14%
COc1cccc(CNC(=O)[C@@H](C)N2C(=O)N3CCc4c([nH]c5ccc(OC)cc45)C3(C)C2=O)c1 (stereo not given in full)	-11%	-1	17	-2	-0.5	-0.7	15%	4%	-21%
COc1ccc(NC(=O)Cn2nnnc2-c2ccccc2F)c(C)c1	2%	-1	/	-2	0.0	0.3	8%	-5%	-20%
COc1ccccc1OCc1nc2ccccc2s1	4%	-2	-1	-21	0.0	-0.4	8%[57.1 µM]	11%[57.1 µM]	-7%
COc1ccc(O)c(C(=O)c2cnn(C(=O)c3cc(C)oc3C)c2)c1	7%	-5	0	-4	0.0	0.7	4%[57.1 µM]	-6%[57.1 µM]	-23%
CCCN(CCC)CCCNC(=O)Cn1cnc2sc(C)c(S(=O)(=O)N3CCOCC3)c2c1=O	0%	-2	/	2	0.0	/	0%	-4%	-12%
O=C(NCC1CCS(=O)(=O)C1)Oc1ccccc1 (stereo not given)	10%	-6	5	3	0.6	1.7	5%	4%	-7%
O=C1CN(S(=O)(=O)c2ccc(Cl)cc2)CC(=O)N1CCc1ccccc1	0%	2	-12	5	0.1	-0.6	25%[57.1 µM]	2%[57.1 µM]	-12%
CCOC(=O)Nc1ccc(NS(=O)(=O)c2ccc(C)cc2)cc1	3%	15	7	-1	-0.6	-0.3	37%[activator][57.1 µM]	7%[57.1 µM]	-14%
S=c1[nH]nc(-c2ccco2)n1/N=C/C(Cl)=C/c1ccccc1	5%	16	-48	-7	-0.8	0.2	-8%	1%	?
COc1cc(C)ccc1S(=O)(=O)N1CCN(C23CC4CC(CC(C4)C2)C3)CC1	-1%	2	-6	2	-0.5	-1.3	-12%	-7%	-7%
Cc1cc(C)c(NC(=O)Cn2nc(-c3ccncc3)ccc2=O)c(C)c1	-9%	-8	/	-9	-0.1	-0.8	7%[57.1 µM]	-4%[57.1 µM]	-18%
COc1cccc(CC(=O)OCC(=O)N(C)CC(=O)Nc2ccc(Cl)c(C(F)(F)F)c2)c1	1%	-8	-4	1	3.0	1.1	9%	-13%	-12%
O=S(=O)(Nc1cccc(S(=O)(=O)N2CCCC2)c1)c1cccs1	5%	/	/	-4	/	/	22%[57.1 µM]	9%[57.1 µM]	-14%
COc1ccc(OC)c(NC(=O)C2CCN(S(=O)(=O)c3ccc4c(c3)CC(C)N4C(C)=O)CC2)c1 (stereo not given)	-17%&-4%	-1&-1	0	5&-11	0.4&-1.0	0.2	14%&7%	-4%&-5%	-8%&-22%
CSC1=NC2(CCN(C(=O)NC3CCCCC3)CC2)N=C1c1ccc(C)cc1	-3%	12	/	1	-0.8	0.4	4%	0%	-7%
Cc1c(C(=O)OCC(=O)NCC2CCCO2)cccc1[N+](=O)[O-] (stereo not given)	-2%	-1	15	-1	0.0	0.5	6%	-4%	0%
Cc1ccc(CNC(=O)COC(=O)c2cncc(Br)c2)cc1	0%	-4	6	1	-0.2	-0.5	13%	8%	-17%
Cc1ccc2c(Cl)cc(Cl)c(OCC(=O)Nc3cccc(S(N)(=O)=O)c3)c2n1	1%	0	-10	7	0.2	-0.1	1%[57.1 µM]	-13%	-3%
CCOc1ccc(Cl)cc1CNc1nnnn1C	4%	-3	5	1	0.5	-0.1	28%	5%	-7%
CCN(CC(=O)Nc1c(F)cccc1F)C(=O)c1ccc(N2CCOCC2)c([N+](=O)[O-])c1	2%	5	-12	6	-0.3	0.3	0%	-7%	-12%
CCOc1ccc(C(=O)NCC(c2ccc3c(c2)OCO3)N2CCOCC2)cc1 (stereo not given)	1%	-1	/	-2	-0.3	0.7	17%[57.1 µM]	7%[57.1 µM]	-23%
O=C(CSc1nnc(COc2ccccc2)o1)NCCc1ccccc1	-4%	8	1	-2	-0.1	0.6	-13%	7%[57.1 µM]	-1%
COc1ccccc1/C=C/c1nc(S(=O)(=O)c2ccccc2)c(N(C)C)o1	7%	0	2	8	-0.1	-0.8	?	74%[activator]	-26%
COc1ccccc1C(=O)Nc1ccc(S(=O)(=O)Nc2cc(C)on2)cc1	6%	5	4	-5	0.1	1.1	0%	2%	-10%
COc1ccccc1N1CCN(C(=O)c2cccc(C(=O)N3CCN(c4ccccc4OC)CC3)c2)CC1	16%	2	2	3	-0.3	0.6	23%	2%	-23%
CCC1CN(C(=O)N2CCC(C(=O)NCc3ccc(C)o3)CC2)c2cc(C)ccc2O1 (stereo not given)	2%&5%	4&-10	-5	4&4	0.1&0.5	0.7&0.3	-29%&28%	3%&-3%	-28%&0%
COc1ccc(NC(=O)Cn2nnc(C(=O)NCCc3ccccc3)c2N)c(OC)c1	-4%	28	-3	-1	-0.3	0.7	-4%	-9%	-21%
CCc1ccc(NCc2cc3cc(OC)c(OC)cc3n(CC(=O)Nc3cc(C)ccc3C)c2=O)cc1	17%	2	/	-1	12	9.5	5%	2%	?
O=C(Nc1sc2c(c1C(=O)O)CCCCC2)c1cccs1	11%	26	5	-4	0.6	-1.9	15%[57.1 µM]	-4%	-20%
CCOC(=O)c1[nH]cnc1C(=O)N[C@@H](C)c1ccccc1	0%	-1	6	3	-0.2	0.4	8%	1%	-27%
CN(CC(=O)Nc1ccc(Cl)cc1)C(=O)c1ccc(COc2ccccc2)cc1	7%	6	/	-3	1.0	/	22%[57.1 µM]	3%[57.1 µM]	-12%
Cc1ccc(-n2c(=O)c3c4c(sc3n3c(C)nnc23)COC(C(C)C)C4)cc1 (stereo not given)	4%	/	/	-1	/	/	-6%	-3%	-5%
O=C(Nc1cc(Cl)cc(Cl)c1)c1ccc(F)c(S(=O)(=O)N2CCCC2)c1	-9%	-1	/	-8	-0.2	1.7	12%[57.1 µM]	-5%[57.1 µM]	?
Cc1cc(C(=O)Nc2ccc(Cl)cc2)c(C)n1-c1ccccc1	30%[activator]	0	10	-9	-0.1	-0.2	-2%[57.1 µM]	-8%[57.1 µM]	-19%
COc1cc(/C=N/N=C2/SCC(=O)N2c2ccc(O)cc2)ccc1O	16%	4	6	4	0.6	-0.3	10%[57.1 µM]	-7%[57.1 µM]	-13%
Fc1ccc(CSc2ncnc3sc4c(c23)CCCC4)cc1	0%	-1	5	-1	1.0	1.2	3%	2%	-10%
COc1cccc(CNC(=O)CSc2nc3ccccc3nc2Cc2ccc(C)cc2)c1OC	-4%	33*	/	-1	0.2	-0.2	22%[57.1 µM]	0%[57.1 µM]	-14%
COc1ccc(OCc2ccc(-c3nc(C#N)c(N4CCN(c5ccccc5)CC4)o3)o2)cc1	-15%	1	/	-2	0.9	2.5	46%[activator]	8%	-6%
N=C1/C(=C/c2ccco2)C(=O)N=C2SC(CC(=O)N3CCCC3)=NN12	-8%	-1	-3	-3	0.7	1.4	?	-18%	-8%
O=C(NCCc1ccccc1)C(=O)N/N=C/c1ccccc1C(F)(F)F	0%	4	-14	-1	0.0	0.1	8%	3%	-4%
Cc1ccc(NC(=O)C(=S)NCc2ccco2)cc1	12%	-7	17	2	-0.5	-0.1	-8%	-8%[57.1 µM]	-13%
COCc1c(C(=O)N2CCN(S(=O)(=O)c3ccccc3Cl)CC2)oc2ccccc12	-2%	-7	1	-3	0.9	0.7	15%	-2%	-23%
COc1ccc(N)cc1S(=O)(=O)Nc1ccccc1Cl	1%	-3	-19	7	0.6	-0.5	11%	2%	-18%
COc1ccc2c(C)cc(SCC(=O)Nc3ncc(Cl)cc3Cl)nc2c1	5%	-2	0	1	-0.1	-0.4	-16%	-8%	1%
COc1ccc(-c2cc(C(F)F)n3ncc(C(=O)N4CCN5CCCC5C4)c3n2)cc1 (stereo not given)	-3%	1	52*	-6	-0.9	-0.2	-25%	40%[activator]	-14%
O=C(Nc1ccccc1)N1CCc2ccccc2C1	6%	4	15	0	-0.2	0.4	6%	12%[57.1 µM]	-14%
CS(=O)(=O)N1N=C(c2ccc3nccnc3c2)CC1c1ccccc1 (stereo not given)	-4%	7	-8	-3	0.6	0.1	16%	6%	-24%

Full records, quoted from the list. Values in the order: mIDH1 inhibitor, TRHR enhancer, D2 antagonist, PI4K2A block, TRHR ag, D2 ag, TrxR1 inh, TrxR1 substrate, USP1 inh
COc1cccc(CNC(=O)CSc2nc3ccccc3nc2Cc2ccc(C)cc2)c1OC across the screens: -4%, 33*, /, -1, 0.2, -0.2, 22%[57.1 µM], 0%[57.1 µM], -14%
O=C(Nc1sc2c(c1C(=O)O)CCCCC2)c1cccs1 across the screens: 11%, 26, 5, -4, 0.6, -1.9, 15%[57.1 µM], -4%, -20%
COc1ccc(OCc2ccc(-c3nc(C#N)c(N4CCN(c5ccccc5)CC4)o3)o2)cc1 across the screens: -15%, 1, /, -2, 0.9, 2.5, 46%[activator], 8%, -6%
